# Source: PubChem
# SRC3 inh = inhibits human SRC3 coactivator; Q9Y6Q9; HEK293 GAL4-SRC3 luciferase reporter, luminescence; inhibition, % at 3.6 µM; 360,000 compounds, 0.17% hits;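 active means inhibition above a per-campaign cutoff, the mean of all compounds plus 3 SD, cut at about 60% in these data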;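 further: 0% = DMSO-treated cells and 100% = gossypol-treated cells at 36 µM; higher means less SRC3-driven luciferase light from the GAL4 reporter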
# C8 TRAIL sens = caspase-8 TRAIL sensitization; NB7+C8 cells + TRAIL, ATPlite viability luminescence; inhibition (viability loss, TRAIL sensitization), % at 10 µM; 360,000 compounds, 1% hits;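 active means compounds causing at least 50% loss of cell viability in the single-dose screen, relative to plate controls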
# TWEAK Fn14 block = TWEAK-Fn14 signaling inhibition; inhibition, % at 10 µM; TWEAK-stimulated Fn14 reporter cells, luciferase luminescence, 8 h; 360,000 compounds, 2% hits; in the data active means inhibition above about 50%
# NR5A2 inv ag = inverse agonists of human LRH-1 (NR5A2); O00482; HEK293T StAR-luciferase reporter, LRH-1 transfected, 24 h; inhibition, % at 3.6 µM; 360,000 compounds, 0.13% hits;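 active means inhibition above the mean inhibition of all tested compounds plus 3 SD, cut at about 73% in these data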;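 further: 0% = DMSO wells and 100% = reporter-only cells lacking LRH-1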
# Target sequence (O00482 whole entry, looked up): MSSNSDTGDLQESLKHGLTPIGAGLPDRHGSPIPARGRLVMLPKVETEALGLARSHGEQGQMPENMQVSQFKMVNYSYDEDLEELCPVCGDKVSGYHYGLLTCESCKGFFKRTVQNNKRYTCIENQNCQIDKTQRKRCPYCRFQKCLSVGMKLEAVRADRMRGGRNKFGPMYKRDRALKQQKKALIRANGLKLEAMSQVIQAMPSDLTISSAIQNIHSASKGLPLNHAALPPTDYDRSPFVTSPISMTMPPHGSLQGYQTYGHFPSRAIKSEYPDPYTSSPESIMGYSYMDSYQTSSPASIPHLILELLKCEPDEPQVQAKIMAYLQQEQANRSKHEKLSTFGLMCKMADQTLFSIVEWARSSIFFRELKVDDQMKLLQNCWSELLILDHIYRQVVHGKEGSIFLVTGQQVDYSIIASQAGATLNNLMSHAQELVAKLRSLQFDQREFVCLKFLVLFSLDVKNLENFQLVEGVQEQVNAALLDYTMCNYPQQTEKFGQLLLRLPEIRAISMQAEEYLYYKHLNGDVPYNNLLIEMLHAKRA
# CF NFkB block = inhibitors of cystic fibrosis induced NF-kB | KKLEB NF-kB-GFP reporter, PAF-induced, GFP fluorescence overnight | inhibition, % at 5 µM | 360,000 compounds, 0.86% hits | AID 588850;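 active means at least 50% inhibition at 5 µM, scaled per plate between neutral and stimulator controls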;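 further: PAF is a Pseudomonas aeruginosa culture filtrate used as stimulus; plate controls were PAF-stimulated DMSO wells for no effect and unstimulated DMSO wells for full effect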
# EBV LMP1 NFkB = inhibitors of Epstein-Barr LMP1-induced NF-kappaB reporter; inhibition, % at 12.5 µM; LMP1-induced NF-kappaB luciferase reporter cells, luminescence; 350,000 compounds, 0.69% hits; in the data active means inhibition above about 41%;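 further: 0% = neutral control wells and 100% = reference inhibitor control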
# NCOA2 inhibitor = inhibits human steroid receptor coactivator 2; 370,000 compounds, 0.17% hits; HEK293 GAL4-SRC2 luciferase reporter, luminescence; inhibition, % at 9 µM; Q15596;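 active means inhibition above the mean inhibition of all tested compounds plus 3 SD, set per campaign, cut at about 52% in these data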;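 further: 0% = DMSO treated cells and 100% = cells given Gossypol at 36 µM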
# NCOA1 inh = human NCOA1 inhibition; HEK293 GAL4-SRC1 luciferase reporter, luminescence; 360,000 compounds, 0.12% hits; inhibition, % at 3.6 µM; Q15788;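 active means inhibition above the campaign mean plus 3 SD, with each screening campaign given its own cutoff, cut at about 60% in these data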;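 further: 0% = DMSO treated cells and 100% = gossypol at 36 µM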
# COUP-TFII inh = blocks human COUP-TFII nuclear receptor; P24468; HEK293T NGFI-A luciferase reporter, luminescence; inhibition, % at 8.6 µM; 370,000 compounds, 0.7% hits; AID 686940;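 active means inhibition above a per-plate cutoff, mean inhibition of test wells between control levels plus 3 SD, cut at about 38% in these data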;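 further: cells cotransfected with COUP-TFII expression vector driving the NGFI-A reporter; 0% = median of COUP-TF2 test wells and 100% = reporter-only cells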
# Target sequence (P24468 whole entry, looked up): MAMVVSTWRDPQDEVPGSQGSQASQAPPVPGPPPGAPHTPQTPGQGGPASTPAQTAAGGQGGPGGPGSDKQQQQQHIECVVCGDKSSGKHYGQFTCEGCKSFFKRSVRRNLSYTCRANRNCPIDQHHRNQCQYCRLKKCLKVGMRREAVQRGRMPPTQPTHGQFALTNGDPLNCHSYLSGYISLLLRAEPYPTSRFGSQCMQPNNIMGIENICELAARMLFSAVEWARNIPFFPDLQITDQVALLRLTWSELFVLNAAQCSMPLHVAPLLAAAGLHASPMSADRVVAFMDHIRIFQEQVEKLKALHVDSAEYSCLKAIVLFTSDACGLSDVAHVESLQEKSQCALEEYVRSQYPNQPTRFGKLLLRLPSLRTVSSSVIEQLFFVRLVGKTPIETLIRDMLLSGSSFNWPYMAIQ
# TROY signal inh = TROY signaling inhibition; AID 1347056; 360,000 compounds, 0.98% hits; inhibition, % at 10 µM; Q293 LMP1-TROYcd NF-kB luciferase reporter, 4 h;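 active means compounds whose plate-normalised and pattern-corrected inhibition of the luciferase reporter signal at the single screening dose is 50% or more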
# KKLEB tox = CF airway cell cytotoxicity counter-screen. KKLEB CF airway cells viability, ATPlite luminescence, overnight; active compounds read low; cells stimulated with P. aeruginosa culture filtrate. activity change (cytotoxicity), % at 5 µM. 360,000 compounds, 0.36% hits. AID 602141;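 active means corrected activity change at or below -50% at 5 µM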
# * = called active by the depositor; x = not tested or not shown.
SMILES,SRC3 inh,C8 TRAIL sens,TWEAK Fn14 block,NR5A2 inv ag,CF NFkB block,EBV LMP1 NFkB,NCOA2 inhibitor,NCOA1 inh,COUP-TFII inh,TROY signal inh,KKLEB tox
CN(C)/C=C1\SC(=S)N(N2C(=O)C3C4C=CC(C4)C3C2=O)C1=O (stereo not drawn),12,-1,-3,-4,5,-6,8,-34,-21,-14,0
CCc1cc(=O)oc2c(C)c(O[C@@H]3O[C@H](CO)[C@@H](O)[C@H](O)[C@H]3O)ccc12,18,3,8,16,25,-2,24,22,23,0,2
COc1ccc(/C=N/N(Cc2ccccc2)c2ccccc2)cc1O,-2,0,-6,0,-2,-1,-8,1,3,-6,4
O=C(OCC(=O)N1CCCC1=O)c1nc(Cl)c(Cl)c(Cl)c1Cl,-29,36,91*,-28,60*,-32,-13,-45,-22,56*,0
COc1ccccc1/C=C/C=N/NC(=O)CN1CCN(Cc2ccccc2)CC1,15,-4,-32,-14,4,7,-4,-9,7,-4,-7
O=C(/C=C/c1ccccc1Cl)N(Cc1ccccc1)C1CCS(=O)(=O)C1 (stereo not drawn),15,2,-37,4,8,4,13,7,7,0,9
O=C(Nc1ccncc1)Nc1ccc(F)c(Cl)c1,6,5,4,-23,18,0,15,-28,0,-17,7
CC(=O)Nc1ccc(NC(=O)c2ccccc2N(C)S(=O)(=O)c2ccc(C)cc2)cc1,3,-5,-5,-4,14,1,9,4,-20,3,-2
C/C(=N\NC(=O)CSc1ncccn1)c1ccc2c(c1)OCCO2,3,3,2,-12,-3,-7,x,-14,x,13,-3
COc1ccc2[nH]c(C)c(C(=O)CN3CCN(C(=O)c4ccco4)CC3)c2c1,19,-3,-5,-9,-4,2,17,-13,12,35,-2
Cn1ccc2c(N3CCCCC3)cc3c(c21)C1CCC3C1 (stereo not drawn),-7,-2,1,-13,12,x,-24,2,18,3,-6
Cn1nc(C(=O)N2CCCC2)c2ccccc2c1=O,-7,-6,12,4,-7,-1,2,14,-7,-3,-8
O=C(N/N=C/c1ccc(-n2ccnc2)cc1)c1cccs1,-45,2,-41,-76,-25,-29,-55,-100,-13,-26,1
CCC(=O)N=c1sc2c(OC)ccc(OC)c2n1C,-8,-17,-9,-17,-26,6,-30,6,-2,-15,1
CCCN(CC1CC1)C(=S)NC(=O)c1cc(Br)ccc1Cl,24,33,-9,13,-35,7,-6,2,7,-1,27
O=c1c2ccccc2nc(SCc2cccc(F)c2)n1Cc1ccco1,-11,13,14,-12,19,-32,-30,7,-1,-11,0
C/C(Cc1ccccc1)=N\NC(=O)CNC(=O)c1ccc(C(C)(C)C)cc1,-6,-4,-20,8,4,-14,3,-10,9,-12,22
CCOC(=O)C1=NN(c2cccc(Cl)c2)C2=NC(C)=C(C(=O)OC)C(c3cccs3)N12 (stereo not drawn),-12,-2,-3,-11,15,-5,4,-14,9,5,1
Cc1ccc(O)c(CCc2ccccc2)n1,3,8,-3,-19,9,0,-10,-6,3,-18,-5
Cc1c(C(=O)C(=O)NCCC2=CCCCC2)c2ccccc2n1C,19,-11,-7,12,-3,3,-9,6,-17,-10,-2
OCCN1CCN(c2ncnc3c2ncn3[C@H]2CN(Cc3ccco3)C[C@@H](CO)O2)CC1,-4,1,-7,13,-8,x,-8,-10,-9,-5,-6
CCSc1nc(C)nc2c1oc1ccccc12,0,4,14,8,9,8,-6,2,-13,-12,-2
O=S(=O)(NCc1ccccc1)c1cccs1,10,-2,-6,-27,4,-3,10,-10,15,4,6
COc1cccc(C(=O)/C=C/Nc2ccc(S(=O)(=O)Nc3ncccn3)cc2)c1,-17,-7,-21,-102,-11,-7,-72,-40,-31,-35,1
COC(=O)[C@@]1(Cc2ccc(OC)cc2)[C@H]2c3cc(C(=O)N(C)C)[nH]c3C[C@H]2CN1C(=O)c1ccccc1,-8,9,8,-9,15,3,3,0,-1,-4,-14
COc1cc(C=NNC(=O)c2cccnc2)ccc1OC(=O)c1ccccc1F,-4,-10,5,12,-9,5,12,-16,8,8,-12
CCOc1cc(CNc2cccc3[nH]c(C)nc23)ccc1OC,-21,-6,-3,9,9,5,6,-7,15,-23,-14
CN1CCN(c2ccc(-c3ccnn3C(=O)Nc3cccc(C(F)(F)F)c3)cc2)CC1,-31,15,4,-51,6,-3,-6,-68,-32,-40,-12
O=C(Cn1nnc(-c2ccncc2)n1)N(C1CCCCC1)C1CCCCC1,2,-6,-14,7,3,-1,12,-5,-8,15,-14
CCCCCCCOC(=O)c1ccc(OC(=O)c2cccnc2)cc1,7,-12,-33,13,4,-10,-14,0,-9,-29,11

# 4 records drawn at random from those above, as already listed:
SMILES,SRC3 inh,C8 TRAIL sens,TWEAK Fn14 block,NR5A2 inv ag,CF NFkB block,EBV LMP1 NFkB,NCOA2 inhibitor,NCOA1 inh,COUP-TFII inh,TROY signal inh,KKLEB tox
CCCCCCCOC(=O)c1ccc(OC(=O)c2cccnc2)cc1,7,-12,-33,13,4,-10,-14,0,-9,-29,11
CCSc1nc(C)nc2c1oc1ccccc12,0,4,14,8,9,8,-6,2,-13,-12,-2
COc1cccc(C(=O)/C=C/Nc2ccc(S(=O)(=O)Nc3ncccn3)cc2)c1,-17,-7,-21,-102,-11,-7,-72,-40,-31,-35,1
C/C(Cc1ccccc1)=N\NC(=O)CNC(=O)c1ccc(C(C)(C)C)cc1,-6,-4,-20,8,4,-14,3,-10,9,-12,22

# Next part.
SMILES,SRC3 inh,C8 TRAIL sens,TWEAK Fn14 block,NR5A2 inv ag,CF NFkB block,EBV LMP1 NFkB,NCOA2 inhibitor,NCOA1 inh,COUP-TFII inh,TROY signal inh,KKLEB tox
COc1ccc2c(c1)OC[C@H]1[C@H]2N2C(=O)[C@H](C)NC(=O)[C@@]2(C)[C@H]1c1ccccc1,-6,-11,-2,8,7,15,0,0,-16,-9,-16
COc1ccc(-c2csc(N3CCC(c4ccccc4)CC3)n2)cc1,14,9,8,-17,7,1,-13,0,-1,-27,5
CC(C)c1ccc2c(c1)C1Cc3ccccc3C1N2 (stereo not drawn),-15,1,9,-42,-1,-25,-25,-30,-11,-34,3
C=CCC1S/C(=N/N=C/c2cccs2)NC1=O (stereo not drawn),-9,0,-29,-9,-18,-14,-32,-9,-1,21,12
CCCCOC(=O)CN1C(=O)c2ccc(C(=O)OCCCC)cc2C1=O,2,-2,3,3,-6,-5,-6,13,12,x,17
COC(=O)c1ccccc1NC(=O)C1CCCN(S(=O)(=O)c2ccc(F)cc2)C1 (stereo not drawn),8,-3,2,-9,10,6,15,9,14,-1,3
O=c1[nH]c2cc3c(cc2cc1CN(CC1CCCO1)S(=O)(=O)c1ccc(Cl)cc1)OCCO3 (stereo not drawn),-12,-9,1,-39,-6,-10,-47,-56,-33,-77,1
CSc1nc(O)c(/C=C2\C=Nc3ccccc32)[nH]1,-26,9,-10,-38,-34,-5,-54,-78,-15,-33,-6
COc1ccc(NC(=O)C2C3CCC4C(CCC32)C4(Cl)Cl)cc1 (stereo not drawn),13,22,-23,0,8,4,-2,-12,-6,3,5
C=CCn1c(C)cc(C(=O)CSc2nnc3n(CCC)c(=O)c4ccccc4n23)c1C,24,7,34,5,6,10,1,9,12,4,14
CCN(CC)CCCNC(=O)C1CCC(=O)N(c2ccc(OC)cc2)C1c1ccc(F)cc1 (stereo not drawn),6,-2,4,7,4,15,6,-14,-3,-3,-28
C=CCn1c(SCC(=O)Nc2cc(C)on2)nc2sc3c(c2c1=O)CCCC3,-4,13,-21,-6,8,-27,-2,-5,-11,-2,-5
CCCCCCC1CC(CCC(=O)Nc2ccc([N+](=O)[O-])cc2)C(=O)O1 (stereo not drawn),6,-9,3,-29,-9,4,-13,-6,-15,-10,3
O=c1[nH]c(=S)c2c(n1-c1ccccc1)CCC2,25,10,8,-6,13,2,-20,14,-7,3,-11
Cc1cc(C)c(Cc2c(C)nc3c(C(=O)NCc4ccco4)cnn3c2C)c(C)c1,30,18,73*,35,14,12,-12,12,-8,88*,-2

# Records listed so far marked active in TWEAK Fn14 block.
structure | SRC3 inh | TWEAK Fn14 block | NR5A2 inv ag | CF NFkB block | EBV LMP1 NFkB | NCOA2 inhibitor | NCOA1 inh | COUP-TFII inh
O=C(OCC(=O)N1CCCC1=O)c1nc(Cl)c(Cl)c(Cl)c1Cl | -29 | 91* | -28 | 60* | -32 | -13 | -45 | -22
Cc1cc(C)c(Cc2c(C)nc3c(C(=O)NCc4ccco4)cnn3c2C)c(C)c1 | 30 | 73* | 35 | 14 | 12 | -12 | 12 | -8

# (continued)
SMILES,SRC3 inh,C8 TRAIL sens,TWEAK Fn14 block,NR5A2 inv ag,CF NFkB block,EBV LMP1 NFkB,NCOA2 inhibitor,NCOA1 inh,COUP-TFII inh,TROY signal inh,KKLEB tox
COc1ccc(N(CC(=O)Nc2cc(C(=O)O)ccc2C)S(=O)(=O)c2c(C)noc2C)cc1,9,-3,6,13,-3,-1,6,6,7,-6,-1
COc1ccccc1C(=O)NC(CCSC)C(=O)NNC(=O)c1ccc(F)cc1 (stereo not drawn),2,0,-9,9,0,4,-5,-15,9,-1,0
O=C(NCCCc1ccccc1)c1ccccc1,-27,-1,-17,-53,6,-11,-84,-86,-21,-37,3
CCn1c(O)c(C=NCc2ccccc2)sc1=S,7,-10,11,-10,20,10,-39,5,-4,-6,-18
COc1ccc(CCC(=O)N(c2nnc(-c3cccnc3)s2)C(C)C)cc1,19,-14,-4,-10,-9,-5,-10,-29,2,-8,8
CCOC(=O)c1ccc(S(=O)(=O)Nc2cc(C(=O)O)ccc2Cl)cc1,0,3,-10,3,1,-3,-11,7,8,-14,2
Cc1ccc(NC(=O)CNc2ccccc2N2CCCC2=O)cc1S(=O)(=O)N1CCOCC1,3,0,-7,-20,-1,-6,-12,-3,12,9,3
Cn1c(=O)cc(SCC(=O)N2CCN(C3CCCCC3)CC2)c2ccccc21,5,-14,-3,-20,-59,-25,-42,-3,-55,-5,21
COCC1CCCN(Cc2cn(Cc3ccccc3)nc2-c2cc3ccccc3o2)C1 (stereo not drawn),16,14,0,5,12,2,-13,9,7,-32,-15

# No new results follow: 3 of the compounds above.
SMILES,SRC3 inh,C8 TRAIL sens,TWEAK Fn14 block,NR5A2 inv ag,CF NFkB block,EBV LMP1 NFkB,NCOA2 inhibitor,NCOA1 inh,COUP-TFII inh,TROY signal inh,KKLEB tox
Cc1ccc(NC(=O)CNc2ccccc2N2CCCC2=O)cc1S(=O)(=O)N1CCOCC1,3,0,-7,-20,-1,-6,-12,-3,12,9,3
Cn1c(=O)cc(SCC(=O)N2CCN(C3CCCCC3)CC2)c2ccccc21,5,-14,-3,-20,-59,-25,-42,-3,-55,-5,21
COCC1CCCN(Cc2cn(Cc3ccccc3)nc2-c2cc3ccccc3o2)C1 (stereo not drawn),16,14,0,5,12,2,-13,9,7,-32,-15
